Source: PubChem BioAssay
CCHFV vOTU inh: CCHFV vOTU protease inhibitors, primary screen, biochemical, Pep-AMC substrate, fluorescence | inhibition, % at 11.5 µM | 0.55% of 370,000 active | AID 651958, 2012; in the data active means inhibition above about 30%; further: 0% = vehicle wells with enzyme and 100% = no enzyme wells
PrPC TRFRET: inhibitors of human cell surface prion protein PrPC, primary screen, cell-based, TR-FRET. Major prion protein (Homo sapiens), P04156. TR-FRET read-out. inhibition, % at 13.8 µM. 0.43% of 370,000 active; in the data active means inhibition above about 24%; further: 0% = median of the test wells and 100% = reference compound wells
Numbers without * were called inactive.

#	SMILES	CCHFV vOTU inh	PrPC TRFRET
1	CCCCN1CC[C@@H](C)Oc2cc(Br)ccc2S1(=O)=O	3	0
2	Cc1cccc(CCNC(=O)Cn2ncc3c2-c2cc(C)ccc2OC3)c1	0	0
3	O=c1c2cnn(-c3ccc(F)cc3)c2ncn1Cc1ccccn1	-5	4
4	CCOC(=O)[C@]12CCCCC/C=C\1N(CCc1ccc(Cl)cc1)C(=O)[C@H]2CC(=O)NCc1ccc(C)o1	17	0
5	O=C(c1cccc(C(F)(F)F)c1)N1CC[C@H]2[C@H](CCCN2Cc2cc(F)cc(F)c2)C1	13	5
6	C[C@@H]1COc2cc(Br)ccc2S(=O)(=O)N1Cc1cn(CCC2OCCO2)nn1	-3	5
7	CC[C@@H](CCC1CCCCC1)CN(c1ccccc1)S(C)(=O)=O	15	-1
8	C=CCN(CC#Cc1ccccn1)Cc1ccc(OC)cc1OC	3	-6
9	CCOc1ccc(N(CC(=O)Nc2c(C)n(C)n(-c3ccccc3)c2=O)S(=O)(=O)c2cccc3cccnc23)cc1	10	3
10	Cc1cccc(-c2cccc3c4c([nH]c23)[C@@H]2C[C@H](N(C)C(=O)Nc3ccccc3)[C@H]([C@H](C)O)CN2CC4)c1	6	-6
11	COc1ccc(N2CCN(CCCNC(=O)Cc3ccc(C(F)(F)F)cc3)CC2)cc1	0	-3
12	COc1ccc(S[C@]2(C(=O)NCCCN(C)C)CC(=O)N[C@@H]2c2ccc(OC)cc2)cc1	-1	1
13	COc1ccc(C2C(C(=O)Nc3cccc(C)n3)CCC(=O)N2c2ccc(OC)cc2)cc1 (stereo unspecified)	9	18
14	COC(=O)c1ccc(Cn2ccc3ccc(-c4ccc5ccn(C(=O)c6ccccc6)c5c4)cc32)cc1	-13	-8
15	COC[C@@H]1CCCN1c1ccc2c(c1)OCCCN(C1CC1)S2(=O)=O	-5	-8
16	O=S1(=O)c2ccc(N3CCCC3)cc2Oc2ccccc2CN1Cc1cn(Cc2ccc(Cl)cc2)nn1	-1	-4
17	CCOc1ccc(-n2c(SCC(=O)Nc3cc(C)c(NC(=O)c4ccccc4)cc3OC)nnc2-c2cccc(Cl)c2)cc1	13	-9
18	O=C(CSc1nnc(-c2ccco2)n1Cc1ccco1)c1ccc([N+](=O)[O-])cc1	8	-8
19	O=C(COCc1ccccc1)N1CCC(Oc2cccnc2)CC1	1	-5
20	Oc1c(C=NCc2ccncc2)sc2ccccc12	12	-9
21	O=C(NCCc1ccccc1)OCc1cn(Cc2ccccc2F)nn1	-1	7
22	Cc1ccc(Nc2ccc(C(=O)O)cc2N)cc1	-173	1
23	O=c1c2ccccc2n(Cc2ccco2)n1[C@@H](Cc1ccccc1)Cn1cc(C2CCCC2)nn1	-15	9
24	COC(=O)[C@]12C[C@H](CC(=O)NCCC(C)C)C(=O)N(Cc3ccco3)C1=C[C@H](C(C)C)O[C@@H]2C1CC1	6	1
25	CCCCCCCCNS(=O)(=O)CC1NCc2ccc(C)cc21 (stereo unspecified)	-1	2
26	COc1ccc(-n2c(Cc3cccs3)nnc2SCC(=O)Nc2cccc3ccccc23)cc1	2	-5
27	C[C@H]1COc2cc(Br)ccc2S(=O)(=O)N1Cc1cn(Cc2ccccc2)nn1	0	-3
28	COCCCN1CCC2(CCC(c3ccccc3)CC2)C1=O (stereo unspecified)	1	1
29	COc1ccc(S[C@]2(C(=O)N3CCN(c4ncccn4)CC3)CC(=O)N(c3ccsc3)[C@@H]2c2ccc(OC)cc2)cc1	0	-9
30	COC(=O)[C@H](CC(C)C)N1Cc2nnn(CC3CCCCC3)c2-c2ccccc2S1(=O)=O	6	-1
31	CC(=O)Nc1nc2ncccn2c1-c1ccccc1	-37	4
32	COC(=O)[C@]12C[C@H](CC(=O)NCCc3ccccc3OC)C(=O)N(CCc3ccc(OC)c(OC)c3)C1=C[C@H](C(C)(C)C)O[C@@H]2C	21	-9
33	O=C(Nc1nc2ncccn2c1-c1ccc(F)cc1)c1ccccc1	-9	-4
34	O=C(c1ccc2c(c1)ncn2C1CCCCC1)N1CCC2(CC1)OCCO2	0	-2
35	COC(=O)C1CN(Cc2cn(CCC3OCCO3)nn2)CCS(=O)(=O)N1Cc1ccc(C)cc1 (stereo unspecified)	-7	-7
36	COC(=O)c1[nH]c2cccc(OC)c2c1NC(=O)CCN1CCN(c2ccccc2F)CC1	1	-12
37	O=C(Nc1ccc(C(F)(F)F)cc1)OC1CC2CC1[C@H]1CCCCN1[C@H]2Cc1ccccc1 (stereo partly specified)	6	-4
38	CCCCOCCCNC(=O)C[C@H]1C(=O)N(Cc2ccc(OC)cc2)C2=CCCCC[C@@]21C(=O)OC	11	-9
39	O=C(Nc1ccc(F)cc1)OCc1cn(Cc2cccc(C(F)(F)F)c2)nn1	10	12
40	O=C(Nc1cccc(C(F)(F)F)c1)OC1CCC12CCC(c1ccccc1)CC2 (stereo unspecified)	19	1
41	COC(=O)C1CN(Cc2ccc(OC)cc2)CCS(=O)(=O)N1Cc1cn(Cc2ccc(OC)cc2)nn1 (stereo unspecified)	-5	4
42	CC(=O)C(Sc1ncnc2c1nnn2-c1ccc(F)cc1)C(=O)N(C)C (stereo unspecified)	8	-2
43	Cc1ccc2c(c1)N(CCCC(=O)N(C)Cc1ccc(F)cc1)C(=O)CO2	4	10
44	COC(=O)[C@@]12CCCCC3=C1N(CCC3)C(=O)[C@H]2CC(=O)NCCC(C)C	-2	-2
45	Cc1cc(C)nc(N2CCC(C(=O)N(C)CCc3ccccc3)CC2)n1	7	-3
46	CCOc1ccc(N(CC(=O)Nc2c(C)n(C)n(-c3ccccc3)c2=O)S(=O)(=O)c2ccc(C(C)(C)C)cc2)cc1	10	6
47	COC(=O)CSc1nnc(-c2ccc(NS(=O)(=O)c3ccc(Cl)s3)cc2)o1	3	-6
48	FC(F)(F)c1cccc(N2CCN(C3=Nc4ccccc4Sc4ccccc43)CC2)c1	-2	-6
49	N#CCC[C@H]1CC[C@]2(CCCN(Cc3ccccn3)C2)O1	-3	0
50	O=C(OCc1cn(Cc2ccc(F)cc2F)nn1)N1CCOCC1	-4	-3
51	COc1ccc(C(=O)CSc2nnc(-c3cccs3)o2)cc1OC	-10	-5
52	CC(C)C[C@@H]1COc2cc(Br)ccc2S(=O)(=O)N1Cc1cn(Cc2ccc(F)cc2)nn1	-9	-5
53	CC(C)(C)CSc1nnc(-c2cccnc2)n1Cc1ccccc1	-2	0
54	C/C(C=NNC(=O)CSc1nc2ccccc2n1Cc1ccccc1Cl)=C\c1ccccc1	7	4
55	CCCCNC[C@@]12CO[C@H](c3ccc(Cl)cc3)N1[C@@H](c1ccc(Cl)cc1)SC2	7	-3
56	COC(=O)[C@@]12CCCCC=C1N(CCc1ccc(Cl)cc1)C(=O)[C@H]2CC(=O)NCCCCc1ccccc1	15	0
57	C[C@@H]1CCN(C2CC2)S(=O)(=O)c2ccc(N3CC[C@H](N(C)C)C3)cc2O1	1	-7
58	CC(NCc1ccco1)C(=O)N1CCCC1 (stereo unspecified)	0	-6
59	CCC(CO)Nc1cccc2c1S(=O)(=O)N(Cc1cn(Cc3cccc(F)c3)nn1)Cc1ccccc1O2 (stereo unspecified)	-1	-6
60	CCOC(=O)C1=NOC(C(=O)NC2CCCC2)(C(=O)C2CC2)C1 (stereo unspecified)	-4	1

(listing goes on)
#	SMILES	CCHFV vOTU inh	PrPC TRFRET
61	COC(=O)[C@H](C(C)C)N1CCc2nnn(CC3CCCCC3)c2-c2cc(F)ccc2S1(=O)=O	22	4
62	CCCCCCNC(=O)C1CSCCS(=O)(=O)N1Cc1ccc(F)cc1 (stereo unspecified)	11	-2
63	COc1ccc(Br)cc1C=NNC(=O)c1ccncc1	3	-3
64	S=C(Nc1ccc(Br)cc1)OC1CCC12CCC(c1ccccc1)CC2 (stereo unspecified)	12	16
65	Cc1ccc(CN2CCCCC(NC(=O)Nc3cccc(F)c3)C2=O)cc1 (stereo unspecified)	10	21
66	CCN(CC)c1ccc(-c2nn3c(-c4ccccc4Cl)nnc3s2)cc1	-32	15
67	COc1cccc(OCC(C)CN2CCC(C(O)(c3ccccc3)c3ccccc3)CC2)c1 (stereo unspecified)	-1	-11
68	CCCCCCn1c(=O)[nH]c2nc3cc(N)ccc3nc2c1=O	16	-8
69	Cn1c(SCC2CCC2)nnc1-c1ccco1	-1	5
70	COc1ccc(CNC(=O)c2cc(-c3ccccc3)c(N3CCOCC3)s2)cc1OC	6	6
71	O=C(CSc1nnc(-c2ccc(Cl)cc2)n1C1CCCCC1)NN=Cc1c(O)ccc2ccccc12	10	1
72	COC(=O)C1CN(CCO)CCS(=O)(=O)N1Cc1cn(Cc2ccc(C)cc2)nn1 (stereo unspecified)	-2	10
73	O=C(c1ccc(F)cc1)C(CCCCCC(CN1CCOCC1)C(=O)c1ccc(F)cc1)CN1CCOCC1 (stereo unspecified)	1	-10
74	CCn1c2ccccc2c2cc(C=NNC(=O)CSc3nc4ccccc4c(=O)n3-c3ccccc3)ccc21	1	8
75	O=c1c2ccccc2nnn1CSc1nc2cc(Cl)ccc2c(=O)n1Cc1ccco1	-2	0
76	Cc1ccc(C2=CCN(C)C(=O)N2c2ccc(Br)cc2)cc1	12	7
77	Cc1nc2ccc(NC(=O)c3ccc(F)cc3Cl)cc2c(=O)[nH]1	-1	-3
78	CC(=NNC(=O)CSc1nnc(-c2ccccc2)n1-c1ccccc1)c1ccc2ccccc2c1	1	-3
79	Cc1cccc(-c2cccc3c4c([nH]c23)[C@@H]2C[C@H](N(C)C(=O)c3ccccc3F)[C@H]([C@H](C)O)CN2CC4)c1	10	-10
80	Cc1cc(C)cc(OCC(C)CN2CCC(C(O)(c3ccccc3)c3ccccc3)CC2)c1 (stereo unspecified)	7	13
81	Cc1ccc2c(c1)C1CS(=O)(=O)N(Cc3ccccc3)CN1C2 (stereo unspecified)	1	0
82	CCn1c(COc2ccc(C)cc2)nnc1SCc1cccc(C(F)(F)F)c1	29	2
83	COC(=O)[C@]12C[C@H](CC(=O)N3CCCCC3)C(=O)N(Cc3ccc4c(c3)OCO4)C1=C[C@H](C(C)C)O[C@@H]2C1CC1	24	17
84	Cc1ccc(-c2c(C(=O)NC3CCCC3)oc(=O)c3ccccc23)cc1	13	5
85	O=C(NC1CCCCN(Cc2cccc(Cl)c2)C1=O)c1ccccn1 (stereo unspecified)	-2	-1
86	COC(=O)[C@]12C[C@H](CC(=O)NCc3cccc(C(F)(F)F)c3)C(=O)N(Cc3cccc4ccccc34)C1=C[C@H](C(C)C)O[C@@H]2C1CC1	21	-1
87	Oc1c(C=NCc2ccc(F)cc2)[nH]c2ccc(Br)c(Cl)c12	5	-23
88	CCN(C[C@H]1[C@@H](c2ccc(C3=CCCC3)cc2)[C@H](CO)N1Cc1ccccn1)S(=O)(=O)c1ccccc1[N+](=O)[O-]	5	-14
89	CCOc1ccc(-n2c(SCc3ccc(C#N)cc3)nnc2-c2ccco2)cc1	13	1
90	C[C@@H]1CCN(C2CC2)S(=O)(=O)c2c(cccc2N2CC[C@@H](N(C)C)C2)O1	2	-12

Values by screen from the entries so far.
Nos. 68 to 75 in PrPC TRFRET, in turn: -8, 5, 6, 1, 10, -10, 8, 0
Nos. 68 to 75 in CCHFV vOTU inh, in turn: 16, -1, 6, 10, -2, 1, 1, -2

Four compounds out of the list, ordered by formula weight, falling.
#	SMILES	CCHFV vOTU inh	PrPC TRFRET
86	COC(=O)[C@]12C[C@H](CC(=O)NCc3cccc(C(F)(F)F)c3)C(=O)N(Cc3cccc4ccccc34)C1=C[C@H](C(C)C)O[C@@H]2C1CC1	21	-1
75	O=c1c2ccccc2nnn1CSc1nc2cc(Cl)ccc2c(=O)n1Cc1ccco1	-2	0
65	Cc1ccc(CN2CCCCC(NC(=O)Nc3cccc(F)c3)C2=O)cc1 (stereo unspecified)	10	21
81	Cc1ccc2c(c1)C1CS(=O)(=O)N(Cc3ccccc3)CN1C2 (stereo unspecified)	1	0

(list continues)
no. | structure | CCHFV vOTU inh | PrPC TRFRET
91 | O=C(CSc1nnc(COc2ccccc2)n1Cc1ccco1)c1ccc2ccccc2c1 | 7 | -3
92 | CC1(C)Oc2ccc(C(=O)NC3CCCC3)cc2NC1=O | -6 | 5
93 | CCCCCN1CCCCC(NC(=O)c2cccc(F)c2)C1=O (stereo unspecified) | 3 | -2
94 | CSCCCNC(=O)c1cn(C(C)c2ccccc2)nn1 (stereo unspecified) | 2 | -4
95 | COC(=O)CCCn1cc(CN2CC=CS2(=O)=O)nn1 | -3 | -4
96 | COC(=O)C1CN(C2CCCC2)CCS(=O)(=O)N1Cc1cn(Cc2ccc(Cl)cc2)nn1 (stereo unspecified) | 1 | 17
97 | Cc1ccc(-n2c(Cc3cccs3)nnc2SCc2ccc(Br)cc2)cc1 | 10 | 9
98 | COC(=O)[C@]1(CNC(=O)C(C)(C)C)CC(=O)N(Cc2ccc(Cl)cc2)[C@@H]1c1ccc(OC)cc1 | 4 | 3
99 | CC(=O)c1cc(-c2cc3ccccc3o2)c(=O)n2c1CCC2 | -1 | -6
100 | C/C(=N\NC(=O)c1cc(-c2ccccc2)nc2ccccc12)c1ccc(Cl)cc1 | 2 | 6
101 | O=C(Nc1c(-c2ccc(C(F)(F)F)cc2)nc2ncccn12)c1ccccc1 | -6 | -1
102 | O=C(CSc1nnc(-c2ccccc2)n1-c1ccc(Cl)cc1)Nc1cccc2ccccc12 | 5 | 3
103 | C/C=C/c1ccccc1OCCCN1CCC(C(O)(c2ccccc2)c2ccccc2)CC1 | 18 | -12
104 | O=C(COCc1ccccc1)N1CC[C@H]2[C@H](CCCN2Cc2ccc(F)cc2)C1 | 0 | -4
105 | COC(=O)[C@]12C[C@H](CC(=O)N3CCC(c4ccccc4)CC3)C(=O)N(Cc3cccc4ccccc34)C1=C[C@H](COCc1ccccc1)O[C@@H]2C | 12 | -2
106 | CCN(CC)c1ccc(NC(=O)CSc2nc3ccccc3c(=O)n2-c2ccc(C)cc2)cc1 | 26 | 8
107 | COc1ccc(CCC(=O)Nc2cc(Cl)ccc2N2CCN(C)CC2)cc1 | 2 | -6

Record cards, as listed above:
O=C(CSc1nnc(COc2ccccc2)n1Cc1ccco1)c1ccc2ccccc2c1 across the screens: CCHFV vOTU inh: 7; PrPC TRFRET: -3
CSCCCNC(=O)c1cn(C(C)c2ccccc2)nn1 (stereo unspecified) across the screens: CCHFV vOTU inh: 2; PrPC TRFRET: -4

This is a subset; the hit share may differ from the screen's.
